MT stabilizer = microtubule stabilizers in HeLa cells, primary screen, imaging, high-content imaging | % tubulin-high responders, % at 10 µM | actives 0.83% (n = 200,000) | AID 2205, 2009 | HeLa tubulin immunostaining HCS, 24 h; share of cells brighter than vehicle mean+2SD;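 active = plate Z-score above 3 for both tubulin-high and condensed-nucleus cell shares, with cell loss under 80%, at 10 µM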;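 also: anti alpha tubulin signal scored within the nucleus-defined area of each cell; some results filed as inactive read as strong as hits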
TNAP activation fold = human TNAP enzyme activators, primary screen, biochemical, luminescent, no phosphate acceptor, uHTS (AID 1001) | Alkaline phosphatase, tissue-nonspecific isozyme (Homo sapiens) | purified TNAP, luminescent activation assay, no phosphate acceptor; higher activation fold means a stronger effect | activation fold at 20 µM, or EC50 in µM where a hit was titrated | actives 0.03% (n = 200,000); in the data active = activation fold from about 3, or a potency from the dose series; inactive = the rest, 99 in 100 with activation fold below about 1.6; also: many of its hits are not listed in these tables
PMI inhibitors = inhibitors of human PMI, primary screen, biochemical, fluorescence intensity, coupled assay (AID 1209). Mannose-6-phosphate isomerase (Homo sapiens). purified PMI enzyme, coupled fluorescence intensity; higher % means a stronger effect. one-dose inhibition, % at 20 µM; IC50 in µM for titrated hits. actives 0.42% (n = 190,000);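 also: plate controls were DMSO vehicle for no effect and wells lacking substrate for full effect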
human PMI inhibitors = human PMI inhibitors, high substrate, primary screen, biochemical, fluorescence intensity, high mannose 6-phosphate (AID 1220) | inhibition, % at 20 µM; hits with a dose series show IC50 in µM | Mannose-6-phosphate isomerase (Homo sapiens) | recombinant PMI enzyme, coupled fluorescence intensity; higher % means a stronger effect | actives 0.66% (n = 190,000)
Autophagy mod = autophagy modulators in MEF cells, primary screen, imaging, high-content, MEF GFP-LC3; MEF GFP-LC3 puncta imaging; test concentration mostly 10 µM; calls only at 10 µM (by protocol); actives 0.98% (n = 190,000); AID 463193, 2010;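 active = percentage of spot-positive cells more than 3 SD above its plate mean, without a fluorescence outlier flag or 80% toxicity; inconclusive = no clear call, values can overlap the other calls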;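 also: spot-positive cell cutoff set from DMSO-treated cells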
T cell modulator = modulators of CD8 T cell-vesicle binding, primary screen, mouse 2C CD8+ T cells, flow cytometry; 2C CD8+ T cell-vesicle binding; stronger effect = lower value; calls only at 7 µM; actives 0.068% (n = 330,000);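 active = response, share of CD8 T cells binding vesicles, and their 90th percentile fluorescence all below set limits, cut at about 80% in these data, passing the limit was not always enough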
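Assay system: 2C TCR transgenic mouse naive CD8+ T cells, MACS-purified | Read-out: CD8+ gate FL2 mean fluorescence as % of same-row positive control | Signal: High-throughput flow cytometry with anti-B7-1 and anti-CD8 staining | Timing: Binding step 1.5 h, 37 °C, antibody labelling 20 min, ice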
Insulin prom up = insulin promoter activators in MIN6 cells, imaging, high-content screening, mouse beta cells; MIN6 insulin promoter-GFP reporter; stronger effect = higher value; z-score at 5 µM; actives 0.3% (n = 190,000); AID 1625, 2009;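 active = z-score above 3 at 5 µM with at least 500 cells counted in the well; inconclusive = wells under 500 cells, flagged as cytotoxic or low count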
Hep lipid drop = inhibitors of hepatocyte lipid droplet formation, primary screen, imaging, high-throughput imaging, BODIPY stain | AML12 mouse hepatocytes, oleate lipid droplets | inhibition, % at 6.5 µM | actives 0.4% (n = 240,000);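 active = lipid droplet intensity inhibited by at least 50%, with more than 500 cells counted; inconclusive = wells with under 300 cells, treated as cytotoxic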
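Material – mouse AML12 hepatocyte cell line, fixed after treatment · Compound dosing – one dose, 6.5 µM compound · Times – compound with oleate, overnight · Measured by – Image-based BODIPY and DAPI two-channel analysis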
b-catenin transl = modulators of beta-catenin nuclear translocation, primary screen, imaging, HeLa cells, immunofluorescence, high-content. nuclear translocation activity, % at 5 µM. actives 0.3% (n = 190,000). AID 1665, 2009;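 active = nuclear translocation activity above 50% at 5 µM, with a well cell count of 50 or more; inconclusive = wells under 50 cells across six images, flagged as toxic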;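 also: per-cell ratio of nuclear to cytoplasmic median beta-catenin stain intensity; plate controls were DMSO negative control for no effect and GSK-3 inhibitor IX positive control for full effect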
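Test system: human HeLa cells, endogenous beta-catenin. Times: 24 h compound exposure, 37°C. Measured by: beta-catenin immunofluorescence imaging with DAPI.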
Insulin prom up cell count = also measured in Insulin prom up; calls as there; cell count; measured here: cytotoxicity, nuclei count;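 total cells summed across four imaged fields per well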
Hep lipid drop cells 6.5 µM = also measured in Hep lipid drop; calls as there; cell count; measured here: cell count, cytotoxicity flag;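 cells counted across two imaged fields per well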
b-catenin transl cell count 5 µM = also measured in b-catenin transl; calls as there; cell count; measured here: cell count, cytotoxicity flag
T cell modulator vesicle-bound % = second read-out of T cell modulator, no call of its own (marks repeat the call); double positive events, %; measured here: CD8+ vesicle-bound cell fraction;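 binding gate set so that unloaded-vesicle control wells show 10% double positive cells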
MT stabilizer Hoechst-high % = second read-out of MT stabilizer, no call of its own (marks repeat the call); % Hoechst-high responders; measured here: nuclear condensation Hoechst responders;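 share of cells brighter than vehicle mean plus two SD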
MT stabilizer cytotoxicity % = second read-out of MT stabilizer, no call of its own (marks repeat the call); toxicity, %; measured here: cytotoxicity by cell density;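 0% = mean cell density of plate MIN control wells and 100% = no cells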
Autophagy mod cell loss 18 h = recorded beside Autophagy mod, whose call it bears; toxicity, %; measured here: cell loss, nuclei count;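 cell loss after 18 h compound exposure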
* hit, by the source's call; i = inactive; ? = inconclusive; nt = not tested or not shown. Rule as the data show it, unless noted: active = inhibition above about 50%; inactive = the rest.

SMILES	MT stabilizer	MT stabilizer Hoechst-high %	MT stabilizer cytotoxicity %	TNAP activation fold	PMI inhibitors	human PMI inhibitors	Autophagy mod	Autophagy mod cell loss 18 h	T cell modulator	T cell modulator vesicle-bound %	Insulin prom up	Insulin prom up cell count	Hep lipid drop	Hep lipid drop cells 6.5 µM	b-catenin transl	b-catenin transl cell count 5 µM
O=C1NCCCc2nonc21	2.0	1.3	3.5	1.1	1%	7%	i	-1	i	35	0.85	1291	nt	nt	-1.2	1156
CCNC(=S)N(Cc1cc2c(C)ccc(C)c2[nH]c1=O)C1CCCC1	3.1	2.9	1.9	1	14%	8%	i	-3	i	26	0.65	1368	1	628	-0.2	1516
O=C(CNS(=O)(=O)c1ccc2ccccc2c1)OCc1nnc(-c2ccccc2)o1	2.9	2.2	4.0	1.1	6%	6%	i	-7	i	60	-0.36	1007	8	870	-5.6	1264
Cc1cc(C)c(NC(=O)/C(=C/c2ccco2)c2ccccc2)c(C)c1	3.3	2.6	11	1.1	0%	-2%	i	-1	i	21	0.07	937	9	765	nt	nt
COc1ccc(OC)c(C(=O)CSc2nc3ccccc3n2CC(=O)NC(C)(C)C)c1	1.8	2.2	4.8	1.2	0%	3%	i	-6	i	27	-0.17	978	13	766	nt	nt
COC(=O)CN(c1ccc(F)cc1)S(=O)(=O)c1ccc2c(c1)OCCO2	1.6	1.8	5.4	1.1	-1%	-8%	i	-10	i	19	0.86	1113	nt	nt	0.8	760
c1ccc(CCNc2nc(-c3ccncc3)nc3ccccc23)cc1	nt	nt	nt	nt	nt	nt	nt	nt	i	40	-1.1	755	7	712	39	776
COc1ccccc1NC(=S)NC(NC(=O)CC(C)C)C(Cl)(Cl)Cl (stereo not given)	1.9	1.4	10.0	1.1	7%	2%	i	-18	i	25	0.53	1456	26	688	-0.2	887
Cc1nn(-c2ccccc2)c(C)c1/C=N/NC(=O)CSc1nnc(SCc2ccccc2Cl)s1	2.3	1.8	11	1.1	2%	4%	i	4	i	40	-3.4	512	1	634	2.1	492
CSCCC(NC(=O)c1ccco1)C(=O)OCC(=O)Nc1sccc1C#N (stereo not given)	1.7	1.8	6.7	1.1	-11%	-4%	i	8	i	18	nt	nt	nt	nt	-3.2	1002
COCCn1c(C)cc(C(=O)CSc2ncnc3sc4c(c23)CCC4)c1C	3.1	1.8	2.0	1.1	16%	15%	i	7	nt	nt	-8	569	-13	740	2.1	1131
Cc1sc2ncnc(SCC(=O)Nc3nc(-c4ccc(F)c(F)c4)cs3)c2c1C	2.0	1.8	1.8	1.1	-8%	-8%	i	-13	i	29	1.1	1595	-24	592	-0.5	883
CC(C)NC(=O)c1onc(CSc2ccc(F)c(F)c2)c1C(=O)O	2.8	1.4	9.0	1.1	-5%	-65%	i	-2	nt	nt	0.33	1589	nt	nt	1.2	1286
CC(C)O/N=C1\C(=O)N(c2ccccc2)c2ccccc21	2.5	2.0	2.6	1.1	5%	3%	i	5	i	63	-0.93	1363	-1	707	-0.6	1120
CCOC(=O)C1CCCN(C(=O)c2sc3nc(-c4ccc(F)cc4)cn3c2C)C1 (stereo not given)	4.7	1.5	7.9	1.1	9%	4%	i	19	i	55	-0.69	1037	nt	nt	1.2	790
CC(CN1CCOCC1)OC(=O)C(C)(c1ccccc1)c1ccccc1 (stereo not given)	3.5	1.8	7.7	1	-21%	-24%	i	-4	i	44	-0.41	1160	0	732	-2.7	1236
CCOC(=O)Cc1csc(NC(=O)c2sc3nc4cc(C)ccc4cc3c2N)n1	3.7	1.6	3.4	1	13%	6%	i	13	i	17	0.86	1389	8	742	-1.4	1082
CN(C)S(=O)(=O)c1cccc(-c2nnc3n2CCCCC3)c1	nt	nt	nt	nt	nt	nt	nt	nt	i	52	-0.21	1092	13	611	0.9	1351
COc1ccc(NC(=O)C(Cc2ccccc2)NC(=O)c2ccco2)cc1OC (stereo not given)	6.4	2.0	62	1.1	9%	8%	i	2	i	29	0.42	1955	-13	541	-0.6	1039
Cc1ccc(S(=O)(=O)N2CCCCC2)cc1NC(=O)CSc1nncn1-c1ccccc1	3.6	1.8	7.7	1.1	11%	8%	i	6	i	58	-1.1	1600	5	685	-3.4	1123
CCn1cc(/C=C2/SC(=S)NC2=O)c(C)n1	2.6	2.6	8.5	1.1	-6%	-6%	i	5	i	43	-0.07	1097	8	572	1.7	474
Cc1nn(C)c(=O)n1-c1ccc(OCc2ccccc2)cc1	1.4	1.1	2.4	1.1	7%	10%	i	-1	i	23	0.56	1855	-33	651	-0.8	1077
CC1CN(C(=O)Nc2ccc(Br)cc2Cl)CC(C)O1 (stereo not given)	2.2	1.2	1.6	1	9%	15%	i	23	i	36	-0.43	1534	-21	665	-1.4	1019
COc1ccc(N2CCN(C(=O)Cn3cnc4c3c(=O)n(C)c(=O)n4C)CC2)cc1	1.5	2.9	7.3	1	9%	18%	i	-2	i	47	0.01	1505	10	674	-3.9	1056
CCN(c1ccccc1)S(=O)(=O)c1ccc(C(=O)NCCCn2ccnc2)cc1	5.0	1.9	0.2	1	-6%	-7%	i	2	i	52	-0.08	1588	3	662	2.7	939
Cc1ccc(C(=O)C(c2ccccc2)N2Cc3ccccc3C2=N)cc1 (stereo not given)	4.3	4.1	8.8	1.1	-6%	-20%	i	-1	i	14	nt	nt	-38	548	-0.2	698
COc1ccc(/C(C)=N/Nc2cccc(C(=O)O)c2)cc1OC	5.0	1.7	13	1.2	-64%	-155%	i	9	i	49	0.56	1228	6	696	-0.5	1023
Cc1onc(-c2ccccc2)c1C(=O)Nc1nnc(N2CCCCCC2)s1	2.4	0.8	5.7	1	4%	3%	i	-11	i	57	0.21	1701	-13	668	-2.8	1091
CCOC(=O)CSC1=C(C#N)C(c2ccc(C)o2)CC(=O)N1 (stereo not given)	9.7	36	51	1.1	9%	22%	i	41	i	53	-1.4	529	?	nt	38	472
CC(Sc1nc2cc([N+](=O)[O-])ccc2n1-c1ccc(F)cc1)C(=O)NCc1ccc2c(c1)OCO2 (stereo not given)	2.7	2.3	10	1	49%	28%	i	5	i	20	-1.2	1198	3	575	1.2	900
CSCCC(C(=O)N1CC2(C)CC1CC(C)(C)C2)N1C(=O)c2ccccc2C1=O (stereo not given)	2.5	1.6	4.7	1	-3%	-2%	i	0	i	19	-0.15	1182	-14	752	-0.7	1192
CNC(=O)CC1C(=O)N(C)C(=S)N1NC(=O)c1ccc(Cl)cc1 (stereo not given)	2.9	2.4	4.0	1.1	4%	9%	i	7	i	24	-0.33	931	5	743	-3.7	1183
O=C(NCC1CCCCC1)c1cccc(S(=O)(=O)NCc2cccnc2)c1	2.5	2.2	9.0	1.1	4%	6%	i	-4	i	40	-0.33	1228	0	677	-2.9	1142
CCn1cc(S(=O)(=O)c2ccc(C)cc2)[nH]c1=O	1.3	0.9	5.2	1.1	-6%	-6%	i	-5	i	57	-0.03	1262	-1	692	1.3	1085
Cn1c(=O)c2c(ncn2CC(=O)N2CCN(c3ccccc3)CC2)n(C)c1=O	1.8	4.6	9.7	1.1	9%	4%	i	5	i	56	0.49	1179	4	755	1.8	868
COc1ccc(-n2nnnc2/C=C\Nc2ccccc2C(=O)c2ccccc2)cc1	21*	30*	53*	1.1	4%	6%	i	38	i	14	1.3	708	nt	nt	62*	982*
CC(=O)N1CCN(c2ccc([N+](=O)[O-])cc2C#N)CC1	2.1	1.4	1.1	1.1	-3%	10%	i	16	i	16	0.12	1500	24	676	-4.1	1132
CCCCN1CCNC1=S	nt	nt	nt	nt	nt	nt	nt	nt	i	27	0.31	1403	3	798	-2.6	1086
CCCCNC(=O)CCCn1c(=O)c2ccccc2n(CC(=O)NCCC2=CCCCC2)c1=O	3.1	0.6	22	1.1	14%	10%	i	4	nt	nt	-0.26	1318	4	738	-1.1	1060
C=CCN(C(=O)CNC(=O)c1ccco1)C(C(=O)NC1CCCCC1)c1ccc(F)cc1 (stereo not given)	1.3	2.6	16	1.1	2%	7%	i	-17	i	58	-0.17	1073	nt	nt	0.8	1175
CCCn1c(=N)n(CC(O)c2ccco2)c2ccccc21 (stereo not given)	3.7	3.1	4.5	1.1	-2%	-2%	i	4	i	38	0.2	1401	nt	nt	0.8	1092
N/C(=N\OS(=O)(=O)c1ccc(Cl)cc1)c1ccncc1	3.3	1.9	5.7	1.1	-2%	-9%	i	2	i	64	nt	nt	5	789	-12	1211
COc1nc(Nc2ccc([N+](=O)[O-])cc2)nc(NC2CCCCC2)n1	3.0	2.2	8.4	1	25%	19%	i	-3	i	41	-0.9	1175	5	671	-0.1	1087
CCC(C)NC(=S)Nc1ccc(F)cc1 (stereo not given)	nt	nt	nt	nt	nt	nt	nt	nt	i	54	-0.83	1079	-5	761	0.2	1261

Copied from the list.
`CCCn1c(=N)n(CC(O)c2ccco2)c2ccccc21` (stereo not given) | Autophagy mod cell loss 18 h = 4
`COc1nc(Nc2ccc([N+](=O)[O-])cc2)nc(NC2CCCCC2)n1` | MT stabilizer = 3.0

Screening data: PubChem BioAssay, several laboratories
